Screens deposited in PubChem by several laboratories.
MT1-MMP act inh – inhibitors of human MT1-MMP activation; 360,000 compounds, 0.061% hits; HT1080 RFP-PRO-GFP cells, GFP/RFP ratio fluorescence, overnight; percent of plate control window, DMSO zero; GFP/RFP ratio change, % at 20 µM; AID 651647;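 active means GFP/RFP ratio change of at least 30% with cell ATP level not reduced by more than half and red fluorescence within 50% of control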; further: strong numbers were not always called active
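Compound: 20 µM single dose, 1% DMSO / System: HT1080 RFP-PRO-GFP cells / Controls: DMSO and RFP-L50D-GFP cell wells / Read-out basis: GFP/RFP fluorescence ratio / Schedule: overnight compound exposure at 37 °C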
MsrA act – bovine methionine sulfoxide reductase A activation; purified bovine MsrA, absorbance read-out; activation, % at 10.6 µM; 360,000 compounds, 0.3% hits; AID 602163; in the data active means activation above about 7.5%;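 further: 0% = vehicle and 100% = reference activator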
NRP1-CendR mod – alters CendR peptide binding to human NRP-1; O14786; FAM-RPARPAR peptide binding to NRP-1, fluorescence polarization; inhibition, % at 25 µM; 360,000 compounds, 0.85% hits;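 active means inhibition or corrected inhibition above about 18%, plus a signal ratio from 0.5 to 1.5, limit read from the data, passing the limit was not always enough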; further: strong numbers were not always called active
FAS-TE inh – inhibitors of human fatty acid synthase thioesterase domain | P49327 | AID 602261 | recombinant FAS-TE, OMFH fluorogenic substrate, fluorescence endpoint | 360,000 compounds, 0.67% hits | inhibition, % at 15 µM;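 active means compounds whose normalised, plate-corrected inhibition of enzyme fluorescence in the single-dose primary screen is 50% or more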;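 further: 0% = DMSO with enzyme and 100% = substrate without enzyme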
E coli Lon inh – inhibits E. coli Lon protease; purified E. coli Lon protease, fluorescence polarization; inhibition, % at 7.94 µM; P0A9M0; 360,000 compounds, 0.42% hits; in the data active means inhibition above about 13%, passing the limit was not always enough;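 further: 0% = enzyme with probe and DMSO and 100% = no enzyme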
Target sequence (P0A9M0 whole entry, looked up): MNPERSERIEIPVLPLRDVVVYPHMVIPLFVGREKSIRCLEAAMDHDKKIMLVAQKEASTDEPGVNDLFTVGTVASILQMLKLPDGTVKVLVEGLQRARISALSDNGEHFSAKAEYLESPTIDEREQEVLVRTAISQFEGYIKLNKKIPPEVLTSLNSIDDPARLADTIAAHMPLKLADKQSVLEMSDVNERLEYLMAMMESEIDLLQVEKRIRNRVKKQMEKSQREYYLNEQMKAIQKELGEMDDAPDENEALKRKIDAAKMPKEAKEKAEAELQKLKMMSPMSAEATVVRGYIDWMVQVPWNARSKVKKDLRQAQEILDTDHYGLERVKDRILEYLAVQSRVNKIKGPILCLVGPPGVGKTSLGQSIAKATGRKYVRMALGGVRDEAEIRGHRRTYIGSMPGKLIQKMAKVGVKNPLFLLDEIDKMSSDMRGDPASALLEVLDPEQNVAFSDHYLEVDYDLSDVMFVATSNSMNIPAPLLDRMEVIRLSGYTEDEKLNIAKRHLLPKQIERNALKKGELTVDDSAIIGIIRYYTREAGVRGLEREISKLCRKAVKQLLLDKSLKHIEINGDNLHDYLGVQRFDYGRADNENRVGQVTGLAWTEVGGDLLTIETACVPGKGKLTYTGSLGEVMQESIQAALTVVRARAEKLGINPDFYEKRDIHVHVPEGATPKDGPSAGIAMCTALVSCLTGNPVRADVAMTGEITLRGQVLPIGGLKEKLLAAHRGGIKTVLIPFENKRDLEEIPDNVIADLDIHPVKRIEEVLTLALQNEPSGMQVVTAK
Tb MetRS inh – blocks T. brucei methionyl-tRNA synthetase activity. purified T. brucei MetRS, ATP depletion, Kinase-Glo luminescence. inhibition, % at 11.9 µM. 360,000 compounds, 0.4% hits;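 active means inhibition above a per-plate cutoff of the control wells' mean inhibition plus 3 SD, cut at about 5.5% in these data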;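 further: 0% = DMSO wells median and 100% = median of wells with control inhibitor compound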
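Dosing: 11.9 µM compound single dose, 0.9% DMSO; Assay system: purified T. brucei MetRS enzyme; Measured by: Kinase-Glo luciferase luminescence reporting remaining unconsumed ATP; Schedule: 15 min plus 2 h at 25 °C.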
MsrA inh – bovine MsrA inhibition | purified bovine MsrA, absorbance read-out | 360,000 compounds, 0.75% hits | inhibition, % at 15.5 µM; in the data active means inhibition above about 4.5%;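 further: 0% = vehicle wells with enzyme and 100% = reference inhibitor wells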
SKN-1 inh – C. elegans SKN-1 inhibition. 360,000 compounds, 0.49% hits. AID 624304. inhibition, % at 21.8 µM. C. elegans VP596 Pgst-4::GFP/RFP ratio, acrylamide-induced, 24 h;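 active means interference check ratio from 0.5 to 1.5 plus GFP to RFP signal ratio inhibition reaching or exceeding a fixed threshold, cut at about 30% in these data, passing the limit was not always enough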; further: some compounds called inactive have numbers as strong as hits
MLLE-PAM2 inh – inhibitors of microRNA-mediated deadenylation, human PABP1 MLLE binding. GST-MLLE / FITC-PAM2 fluorescence polarization. P11940. 360,000 compounds, 0.36% hits. AID 588489. inhibition, % at 20 µM; in the data active means inhibition above about 35%, passing the limit was not always enough;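 further: plate controls were DMSO wells with GST-MLLE for no effect and wells lacking GST-MLLE protein for full effect; some results filed as inactive read as strong as hits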
An asterisk follows results filed as active; / = no result given. Outcome played no part in choosing rows (roughly 4% active in at least one column).

SMILES	MT1-MMP act inh	MsrA act	NRP1-CendR mod	FAS-TE inh	E coli Lon inh	Tb MetRS inh	MsrA inh	SKN-1 inh	MLLE-PAM2 inh
CC(C(=O)N1CCN=C1c1ccccc1)N1C(=O)c2ccccc2C1=O (stereo not drawn)	-2	-1	12	-5	3	0.1	-0.7	2	4
Cc1cc(NS(=O)(=O)c2ccc(NC(=O)c3c(F)c(F)c(F)c(F)c3F)cc2)nc(C)n1	2	-3	2	-4	0	-0.1	-0.9	-3	0
CCOC(=O)C1CCCN(C(=O)c2cncc(Br)c2)C1 (stereo not drawn)	-3	-2	4	-6	5	-0.5	0.3	5	-4
Cc1csc(C(=O)NN)c1N(C)C	7	-2	7	-4	7	-0.1	-0.1	2	-1
COc1cccc(CC(=O)N2CCN(c3ccccc3[N+](=O)[O-])CC2)c1	3	-2	-6	-6	6	-0.6	-0.6	7	2
Cc1cccc(NC(=O)c2cccnc2Cl)n1	0	1	17	-7	9	-0.2	-1.0	-6	-10
CCOc1ccc(NC(=O)CN(C)C(=O)c2ccccc2CCc2ccccc2)cc1OCC	-9	0	-5	14	24	-0.4	-0.3	17	9
CC(=O)OC1c2ccccc2C(=O)N1Cc1ccccc1Cl (stereo not drawn)	1	-5	-2	-2	-5	-0.9	0.2	-1	-12
CCOc1ccc(NC(=O)CSc2nnc(C3CC3)n2C)cc1	3	-1	-6	-5	1	-0.7	-0.3	0	2
CCOC(=O)c1ccc(N/C=C2/CCCC(C)C2=O)cc1 (stereo not drawn)	-1	-6	11	-1	-5	-1.8	0.5	-9	-15
CC(=O)OC(C[N+]1(C)CCCCCC1)c1ccccc1 (stereo not drawn)	-2	-1	3	-6	-1	-0.6	-0.1	9	-121
COc1cc(Cl)c(C)cc1NC(=O)CSc1sc2c(O)cc(=O)[nH]c2c1C#N	-3	-4	-60	4	-18	0.5	1.6	23	-20
COc1ccc(C(=O)NNC(=O)CCc2nc3ccccc3c(=O)[nH]2)cc1	-1	-3	0	-2	-5	-0.1	-0.5	4	-70
CCOC(=O)c1c(NC(=O)CSc2nnc(-c3c[nH]c4ccccc34)n2CCOC)sc2c1CCCC2	-3	0	-4	39	-4	1.6	2.8	1	-4
Cc1ccc(C(=O)CNc2ccc(C)c(Cl)c2)cc1	/	-14	30*	-3	2	-1.8	0.0	-6	10
Cc1cc(C(=O)N/N=C2\CC(=O)CC(C)(C)C2)n[nH]1	0	-1	3	-9	0	-0.4	1.5	8	-8
O=C(COc1ccc(Cl)cc1Cl)NC(=O)c1ccccc1	-4	-12	-21	-2	8	-0.8	1.0	-12	6
Cc1ccc(-n2[nH]c(C)c(C=Nc3ccc(Br)cn3)c2=O)cc1	1	-5	9	-4	-8	-1.6	0.8	-7	10
Cc1ccc(-c2nnn(CC(=O)N3C(C)CCCC3C)n2)cc1 (stereo not drawn)	0	-11	-10	4	-1	-1.7	0.7	7	-8
COC(=O)c1ccc2nc(C3CCCCC3)c(Cc3ccc(C)cc3)n2c1	-8	-5	-14	7	-13	-0.6	1.7	6	8
CC(=O)c1ccc(NC(=O)N2CCN(c3ccc(C)cc3)C(C)C2)cc1 (stereo not drawn)	-4	-3	5	1	6	-0.1	-0.6	7	2
O=C(NC1CCCCC1)C(c1ccccc1)N(C(=O)c1csnn1)C1CC1 (stereo not drawn)	-1	-1	-7	-2	5	-0.3	-0.6	14	7
Cn1c(=O)c2c(SCc3ccccn3)nc(C3CC3)nc2n(C)c1=O	-1	-5	-13	-2	-17	-0.5	2.7	10	3
O=C(NC1CCCC1)C1c2ccccc2OCC(=O)N1CCCN1CCOCC1 (stereo not drawn)	5	-8	-15	-6	-2	-1.2	0.7	5	/
Cc1cccc(C(=O)NCC(C)NC(=O)c2cccc(C)c2)c1 (stereo not drawn)	1	-4	0	-2	-8	-1.6	-0.4	-13	1

At a glance, part of the list above.
SMILES	MT1-MMP act inh	MsrA act	NRP1-CendR mod	FAS-TE inh	E coli Lon inh	Tb MetRS inh	MsrA inh	SKN-1 inh	MLLE-PAM2 inh
CC(C(=O)N1CCN=C1c1ccccc1)N1C(=O)c2ccccc2C1=O (stereo not drawn)	-2	-1	12	-5	3	0.1	-0.7	2	4
Cc1cc(NS(=O)(=O)c2ccc(NC(=O)c3c(F)c(F)c(F)c(F)c3F)cc2)nc(C)n1	2	-3	2	-4	0	-0.1	-0.9	-3	0
CCOC(=O)C1CCCN(C(=O)c2cncc(Br)c2)C1 (stereo not drawn)	-3	-2	4	-6	5	-0.5	0.3	5	-4
Cc1csc(C(=O)NN)c1N(C)C	7	-2	7	-4	7	-0.1	-0.1	2	-1
COc1cccc(CC(=O)N2CCN(c3ccccc3[N+](=O)[O-])CC2)c1	3	-2	-6	-6	6	-0.6	-0.6	7	2

Following part:
SMILES	MT1-MMP act inh	MsrA act	NRP1-CendR mod	FAS-TE inh	E coli Lon inh	Tb MetRS inh	MsrA inh	SKN-1 inh	MLLE-PAM2 inh
O=C(O)c1ccc(CN2C[C@@H](CO)O[C@@H](n3cnc4c(NCc5ccc(F)cc5)ncnc43)C2)cc1	1	-2	2	-7	-6	-0.1	-0.9	20	-3
O=S(=O)(c1cccc(Cl)c1)N1CCN(S(=O)(=O)c2ccc3c(c2)OCCO3)CC1	-4	-4	20	-2	-12	-0.3	0.9	3	0
CC(C)c1nccn1S(=O)(=O)c1cccc([N+](=O)[O-])c1	5	-4	15	-9	0	-0.2	0.2	10	7
O=C(O)CCC(=O)Nc1ccc(Oc2ncnc3cc(Cl)ccc23)nc1	3	-4	1	-4	0	-0.1	1.5	8	7
Cn1c(=O)c2c(nc(CN3CCN(c4cccc(Cl)c4)CC3)n2CCc2ccccc2)n(C)c1=O	-6	-3	6	22	4	-0.7	-0.2	3	3
CSc1sccc1/C=N/O	1	1	-21	-5	4	0.1	-0.3	-1	1
COCc1cc(Sc2ccc(OC)cc2)nc(-c2ccccc2)n1	-2	-1	15	28	4	-0.4	-0.5	7	-2
CCOc1ccc(NC(=O)n2ncc3c(C)cccc32)cc1	2	-1	3	10	-11	2.1	0.1	-8	5
CCN(CC)C(=O)c1sc(NC(=O)c2ccoc2C)c(C(=O)OC)c1C	6	-14	1	0	-10	-2.4	0.7	2	35
CN(C(=O)c1cccc(NC(=O)Cc2ccc(NC(=O)C3CCCN(C(=O)C4CCC4)C3)cc2)c1)C1CCCC1 (stereo not drawn)	3	-5	-5	-2	-10	-1.8	-0.9	9	-6
CN(C)S(=O)(=O)c1ccc(C(=O)OCC(=O)NC(=O)NCc2ccccc2)cc1	10	1	3	2	6	0.7	1.5	-1	-12
CC(=O)Nc1cccc(N/C(N)=N/c2nc(C)cc(C)n2)c1	-5	-8	-3	-11	6	0.1	0.6	12	-6
CC1(C)CC(=O)C2=C(C1)NC(SCC(=O)Nc1ccccc1)=C(C#N)C2c1ccco1 (stereo not drawn)	-10	-5	-3	13	-1	-1.5	0.4	0	9
O=C1NC[C@@H](CCCCN2C[C@H](Cc3ccc(O)cc3)N(CC3CCCCC3)C(=O)C2=O)N(CCc2ccccc2)C1=O	5	3	9	-6	-1	-0.4	0.7	1	/
Cc1nn(C)c(C)c1C1C(C#N)=C(N)OC2=C1C(=O)CC(C)(C)C2 (stereo not drawn)	2	-11	17	-10	14	-1.2	1.6	-2	9
COc1ccc(N(C(=O)c2csnn2)C(C(=O)NC2CCCC2)c2cccs2)cc1 (stereo not drawn)	-1	3	3	1	-8	-0.3	-0.3	-5	-9
CC1(C)CC2CC(C)(CN2S(=O)(=O)c2ccc(N)cc2)C1 (stereo not drawn)	8	-5	-12	2	-5	-1.1	0.7	-24	1
Cc1ccc(OCCn2cc(/C(N)=N/O)c3ccccc32)cc1C	11	-11	2	-155	9	-1.8	-0.3	2	-19
Cn1c(=O)c2cc(NC(=O)Nc3cccnc3)ccc2n1Cc1ccc(Cl)cc1	0	-1	-62	-3	-13	1.2	0.4	13	-22
CCc1ccc(NC(=O)N2CCN(C(=O)C3CCCO3)CC2)cc1 (stereo not drawn)	1	-3	-7	-6	-9	0.4	0.9	20	-8
CCOC(=O)CN1N=C(c2ccc(Cl)s2)CSC1=O	5	-4	-1	-1	-12	-0.6	1.3	10	-5
CC(C)(C)c1ccc(Oc2ccc(NC(=O)c3ccccc3C(=O)O)cn2)cc1	-14	-1	-11	-5	-8	-0.7	-1.1	12	16
COc1ccc(C)cc1CN(C)c1ccc(S(=O)(=O)N2CCN(C)CC2)cn1	13	-2	-4	0	-2	-0.2	-0.4	-22	18
Cc1ccccc1CCN(C(=O)c1csnn1)C(C(=O)NC1CCCC1)c1ccco1 (stereo not drawn)	-7	-1	5	6	1	-0.1	0.2	11	1
O=C(Nc1ccc(N2CCN(C(=O)c3ccccc3F)CC2)cc1)c1cncc(Br)c1	-4	-3	8	0	4	-0.2	0.4	-61	3
(cont.)
SMILES	MT1-MMP act inh	MsrA act	NRP1-CendR mod	FAS-TE inh	E coli Lon inh	Tb MetRS inh	MsrA inh	SKN-1 inh	MLLE-PAM2 inh
CCN(C(=O)COC(=O)c1ccccc1SCC(=O)N1CCCC1)C1CCS(=O)(=O)C1 (stereo not drawn)	0	-4	-15	-6	-2	-0.3	-0.3	10	9
COC(=O)c1sccc1NC(=O)Nc1ccc(C)cc1C	2	-3	-7	3	-12	-0.2	1.2	9	11
Cc1ccc([N+](=O)[O-])cc1S(=O)(=O)Nc1ccc(O)c(Sc2ncn[nH]2)c1	5	2	14	-16	-6	0.1	-0.7	18	41*
CS(=O)(=O)c1ccc(-c2csc(C(O)(c3ccccc3)C(F)(F)F)n2)cc1 (stereo not drawn)	-4	-2	-3	32	6	0.3	-1.0	10	6
O=C(N/N=C/c1ccc(F)cc1)c1cc(-c2ccco2)nc2ccccc12	-4	-10	-13	0	-3	-0.3	1.1	-19	-18
Cc1ccc2c(c1)N(CC(=O)NCc1ccco1)C(=O)C(C(C)C)O2 (stereo not drawn)	2	-3	3	2	4	0.6	-0.3	7	-5
NC(=O)C1CCN(CC(=O)Nc2ccccn2)CC1	9	1	-1	-8	14	-0.7	0.2	7	0
COC(=O)c1sccc1NC(=O)CC1C(=O)NCCN1C(=O)c1c(F)cccc1Cl (stereo not drawn)	-2	-2	1	-9	1	2.3	-1.0	-7	1
Cn1c(=O)cc(SCC(=O)NCCCN2CCOCC2)c2ccccc21	8	-7	0	-6	4	0.5	1.5	-19	-7
CCOc1ccc(S(=O)(=O)NCCC(=O)N(C)Cc2cccs2)cc1	-1	-2	-9	-6	-10	-0.5	-0.9	-2	12
COc1ccc(-c2nc3c4ccccc4[nH]c(=O)n3n2)cc1	6	1	-12	-5	8	-0.3	0.5	-13	1
c1ccc(NN(Cc2ccncc2)c2ccccc2)cc1	-3	-1	8	3	1	-0.2	-0.8	9	4
COc1cccc(NC(=O)C2C3CC4OC(=O)C2C4C3)c1 (stereo not drawn)	0	-5	7	-4	-6	-1.0	-0.7	-7	-12
CNC(=O)c1c(NC(=O)c2ccc(N3C(=O)CCC3=O)cc2)sc2c1CCCC2	-1	-2	-17	6	3	0.2	2.3	9	2
CCOc1ccc(NC(=O)Cn2nnc(-c3ccccc3NC(=O)C3CC3)n2)cc1	-7	-2	4	3	8	0.3	-0.6	7	-5
